# Screening results (PubChem)
# AmpC inh det: AmpC beta-lactamase inhibition, detergent assay; P00811; purified AmpC, nitrocefin hydrolysis with detergent; Potency, µM (titrated, usually from 28.7 µM), without a hit: top-dose activity change, negative = inhibition; 71,000 compounds, 0.09% hits; AID 584; active means well fitted curve in the direction sought with a large enough effect; inconclusive means small, poorly fitted or top-dose-only effect
# Target sequence (P00811 whole entry, looked up): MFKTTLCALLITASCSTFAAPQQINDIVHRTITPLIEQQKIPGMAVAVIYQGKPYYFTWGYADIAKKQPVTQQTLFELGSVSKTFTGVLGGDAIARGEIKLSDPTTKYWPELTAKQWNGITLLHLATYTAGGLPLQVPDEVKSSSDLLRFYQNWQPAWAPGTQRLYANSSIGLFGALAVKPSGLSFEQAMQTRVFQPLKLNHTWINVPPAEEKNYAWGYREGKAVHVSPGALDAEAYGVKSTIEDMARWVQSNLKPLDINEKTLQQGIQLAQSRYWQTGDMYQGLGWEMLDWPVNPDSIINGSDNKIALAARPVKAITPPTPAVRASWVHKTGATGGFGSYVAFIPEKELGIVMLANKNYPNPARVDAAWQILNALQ
#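 E. coli AmpC (5.3 nM) in 20 mM phosphate pH 7.0 with 0.01% Triton X-100, preincubated 15 min RT with compound; nitrocefin (2 uL of 800 uM stock) hydrolysis followed by 480 nm absorbance every 20 s over 4 min.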
# * = called active by the depositor; ? = inconclusive; & = joins results of further samples; [ ] = another dose, or the depositor's remark. On the % scale 0 is the no-effect control and ±100 the full control effect; potency means the concentration at half of the fitted maximal effect. This is a subset; count on the stated rates, not on these rows.
structure	AmpC inh det
Cc1cc(C2N=C(N)Nc3nc4ccccc4n32)c(C)n1-c1ccccc1Cl (configuration not stated)	-7.0%
COc1c2c(nc3occc13)C(CCC(C)(C)O)(OC)C(O)CC2 (configuration not stated)	0.5%
Cc1cc(C)n(-c2nc3ccccc3nc2N2CCCCCC2)n1	-0.9%
O=C(Nc1ccc2oc(-c3ccccc3F)nc2c1)c1cncc(Br)c1	-6.7%
CC1CCCN(CC(=O)Nc2ccc(S(=O)(=O)N3CCCCCC3)cc2)C1 (configuration not stated)	-2.5%
COc1ccc(N2CCN(C(=O)CSc3nnc4nc(C)cc(C)n34)CC2)cc1	13.2%
Cc1nn2c3cc(N4CCOCC4)ccc3nc2c2ccccc12	-0.7%
c1nnc2c3c4c(sc3ncn12)CCCC4	-4.6%
CCCC1C(C#N)=C(N)Oc2cc(C)n(C)c(=O)c21 (configuration not stated)	12.7%
COC(=O)c1cccc(NC(=O)CSc2nc(C)cc(=O)[nH]2)c1	-1.8%
COC(=O)[C@@]1(Cc2ccccc2)[C@H]2c3cc(C(=O)N4CCCC4)n(CCN4CNCC4=O)c3C[C@H]2CN1C(=O)c1ccccc1	0.3%
CCOC(=O)c1ccc(Oc2nc(NC)nc(OC)n2)cc1	-3.5%
CCn1cc(C(=O)Nc2cc3c(cc2NC(C)=O)OCCO3)c(=O)c2ccc(C)nc21	8.5%
Cc1ccc(-c2noc(CCC(=O)NCc3ccc4c(c3)OCO4)n2)cc1	-1.7%
CC(C)(c1cc(Br)c(O)c(Br)c1)c1cc(Br)c(O)c(Br)c1	10.3%&13.3%
CCOC(=O)CN1CC23C=CC(O2)C(C(=O)NC2CCCCCC2)C3C1=O (configuration not stated)	7.6%

# Exported field by field: 2 of the compounds above.
CCCC1C(C#N)=C(N)Oc2cc(C)n(C)c(=O)c21 (configuration not stated)
  AmpC inh det: 12.7%

CCOC(=O)CN1CC23C=CC(O2)C(C(=O)NC2CCCCCC2)C3C1=O (configuration not stated)
  AmpC inh det: 7.6%

# (listing goes on)
structure	AmpC inh det
CCN(CC)CCC(=O)NC(C)(C)Cc1ccc(O)cc1	-0.8%
CC(=O)c1c(C(C)=O)c(C)n(NC(=O)c2ccccc2O)c1C	11.2%
Cc1nc(Cc2nnc(SCc3nc(N)nc(Nc4ccccc4C)n3)o2)cs1	-0.1%
Cc1ccc(C(c2nnnn2CCC(C)C)N2CCN(C)CC2)cc1 (configuration not stated)	8.5%
Cc1cc2c(cc1C)NC1=C(N2)O[C@H](c2c[nH]c3ccc(COc4ccccc4)cc23)C1=O	12.1%[5.75 µM]
Cc1nc2c(C(=O)NCCC3=CCCCC3)c[nH]n2c(=O)c1Cl	-4.5%
C=CCNc1nc(NC(C)(C)CO)nc(OCC)n1	-1.0%
CC(=O)[C@@H]1CC[C@@H]2[C@@H]3CCC4=CC(=O)CC[C@@]4(C)[C@H]3CC[C@]21C	0.4%[12.8 µM]
O=C(Cn1ncc2c(=O)oc3ccccc3c21)N1CCCc2ccccc21	-1.5%
CC(C)C(C(=O)Nc1ccc2c(c1)OCCO2)N1C(=O)c2ccccc2C1=O (configuration not stated)	7.8%
CCOc1cc2[nH]c(=O)n(CCCN3CCCC3=O)c(=O)c2cc1OCC	-3.5%
CC(O)CO (configuration not stated)	10.9%&10.4%
Cc1cc(OCC(=O)O)c2c3c(c(=O)oc2c1)CCCC3	-3.1%
CCCCNC(=O)Cn1cnc2c(cnn2-c2ccc(C)c(C)c2)c1=O	15.1%
Cc1c(/C(O)=C2/C(=O)C(=O)N(Cc3cccnc3)C2c2cccs2)cnn1-c1ccccc1 (configuration not stated)	-6.4%
Cc1ccc(S(=O)(=O)CCC(=O)Nc2ccc3c(c2)OCO3)cc1	0.1%
O=C(O)CCNc1cc2ccccc2cc1C(=O)O	11.4%
CN(C)Cc1cc(C(C)(C)C)ccc1-c1ccc(C(C)(C)C)cc1CN(C)C	-4.8%[5.75 µM]
CCOC(=O)Cn1c2ccccc2c2nc3ccccc3nc21	-1.1%
COC(=O)c1ccccc1NC(=O)CSc1nnc(COc2cccc(OC)c2)n1C	-1.5%
O=C(Nc1cc(C(F)(F)F)ccc1N1CCOCC1)c1cncc(Br)c1	-3.4%
Cc1cc(NC(=O)CSc2nc(-c3ccco3)cc(C(F)(F)F)n2)n(-c2ccccc2)n1	-3.0%
CCOC(=O)/C=C1\Nc2ccccc2SC1=O	-6.2%
CC1(C)OC(=O)C(=CNc2ncccn2)C(=O)O1	13.3%
CCOc1cc(C2NC(=O)NC(C)=C2C(=O)OC(C)CC)cc(Br)c1O (configuration not stated)	4.3%
CC(=O)N1CCc2cc(C(=O)CN3CCN(c4ccccc4F)CC3)ccc21	9.7%
O=C1CN2C(=N1)N(Cc1ccccc1)c1ccccc12	-4.0%
O=C(CCn1c(=S)[nH]c2ccccc2c1=O)N1CCOCC1	9.8%
Cc1c(C2Nc3ccccc3NC3=C2C(=O)CC(C)(C)C3)cnn1C (configuration not stated)	-5.4%
Cc1ccc2[nH]c3c(NCCCN4CCCC4=O)ncnc3c2c1	0.0%
C=CCN1CCN(C(c2cc(OC)ccc2OC)c2nnnn2CC2CCCO2)CC1 (configuration not stated)	9.1%
Fc1ccc(-c2noc(C3CCN(Cc4cccnc4)CC3)n2)cc1	11.9%
CCOC(=O)c1cc2c(=O)n3cccc(C)c3nc2n(CCc2ccc(OC)c(OC)c2)c1=N	-3.3%
CCN1CCN(CCCNC(=O)C2CCCN(c3nnc(-n4cccc4)s3)C2)CC1 (configuration not stated)	8.0%
CN(CCNC(=O)Cn1c(=O)sc2ccccc21)Cc1ccccc1	13.8%
Cc1cc(C)n2c(SCCN3C(=O)c4ccccc4C3=O)nnc2n1	11.7%
Cc1sc(NC(=O)c2oc3ccccc3c2C)c(C#N)c1C	-3.9%
Cc1ccc(Cl)c2c1NC(=O)C2(O)CC(=O)c1ccccc1O (configuration not stated)	-2.7%
COc1ccccc1-c1coc2cc(O)cc(O)c2c1=O	5.2%
Cc1ccc(-c2nn(C)c(=O)c3ccccc23)cc1S(=O)(=O)N1CCCC1	8.0%
CCC(C)(C)n1nnnc1C(c1cc2cc(OC)ccc2[nH]c1=O)N1CCc2ccccc21 (configuration not stated)	-2.6%
O=C(Nc1ccon1)c1cc(-c2ccccc2)nc2ccccc12	-4.4%
COc1ccc(S(=O)(=O)NC(C)C(=O)Nc2ccccc2F)cc1 (configuration not stated)	-1.2%
Cc1ccc(S(=O)(=O)c2cccc(S(=O)(=O)N3CCCC3)c2)cc1S(=O)(=O)N1CCCC1	5.2%
CCOCCn1c(SCC)nc2c1c(=O)[nH]c(=O)n2C	15.8%
O=C(c1ccc(Br)o1)N1CCN=C1SCc1cccnc1	6.4%
Cc1ccc(OCC(=O)N2CCCCC2)c(Br)c1	-6.9%
CCN(CC)c1nc2n(c(=O)n1)CCO2	-5.8%
O=C(Cc1cccs1)OCC(=O)c1ccco1	-2.6%
Cc1ccc([N+](=O)[O-])cc1N	7.1%
CCCCCOc1ccc(C2C(C(C)=O)=C(C)Nc3ncnn32)cc1OC (configuration not stated)	-2.5%
O=C(Cc1ccccc1)Nc1ccc(-c2nnc(-c3ccco3)o2)cc1	1.2%
CN(C)C(=O)Nc1cnc2ccccc2c1	10.6%
Cn1c(=O)n(C)c2cc(S(=O)(=O)NCc3ccco3)ccc21	-1.5%
COC(=O)c1sc(N2C(=O)C(O)=C(C(=O)c3ccc(C)o3)C2c2ccc(F)cc2)nc1C (configuration not stated)	0.9%
COC(=O)c1ccc(OCCn2cnc3ccccc3c2=O)cc1	-1.5%

# Next part:
structure	AmpC inh det
O=C(Oc1ccccc1)N1CCC2(CCCN(C(c3ccccc3)c3ccccc3)C2)CC1	-0.7%
COC(=O)c1ccc(CSc2nc3c(c(=O)n2-c2ccccc2)SCC3)o1	11.1%
Cc1nn(-c2ccccc2)c2sc(-c3n[nH]c(=S)o3)cc12	-10.2%
CCCn1c(C)nc2c(NCCN3CCCC3)nc(C)nc21	11.8%
COc1ccc(C2N(c3ccc(OC)cc3)C(=O)C3CCCN32)cc1 (configuration not stated)	4.9%
CCOC(=O)N1CCN(S(=O)(=O)c2cccc3ccc(C)nc23)CC1	0.3%
COc1cccc(-c2cc(C(=O)Nc3cc(OC)c(OC)c(OC)c3)no2)c1	-1.7%
CCN(CC)S(=O)(=O)c1cccc(C(=O)Nc2cc(C)nn2-c2nc(C)cc(C)n2)c1	-2.6%
COc1ccccc1C1C(C(=O)c2sc(C)nc2C)=C(O)C(=O)N1CCN1CCOCC1 (configuration not stated)	1.0%
COc1ccc(NC(=O)CN2CCN(S(=O)(=O)c3ccc(C(C)C)cc3)CC2)cc1OC	-3.6%
CC(C)(CO)NC(=O)C(c1ccccc1)c1ccccc1	-2.1%
c1ccc(Cn2ncc3c(N4CCCCC4)ncnc32)cc1	9.1%
O=C(Nc1ccccc1C(F)(F)F)c1cc(S(=O)(=O)N2CCC3(CC2)OCCO3)ccc1F	-1.2%
O=C(c1ccc(COc2ccccc2Cl)o1)N1CCN(Cc2ccc3c(c2)OCO3)CC1	-2.4%
COc1ccc(NCc2nnc(SCC#N)n2-c2ccccc2OC)cc1	9.4%
CC(=O)c1cccc(-n2nnnc2SCC(=O)Nc2cccc(NC(=O)c3ccco3)c2)c1	-0.9%
O=C(Nc1ccc2c(c1)OCO2)C(c1ccccc1)N1CCN(C(=O)c2ccco2)CC1 (configuration not stated)	1.0%
Cc1ccc(CCCC(=O)O)cc1C	-3.1%[5.75 µM]
N[C@H](Cc1ccccc1)c1nn[nH]n1	-3.7%[5.75 µM]
O=C(c1cnccn1)N(c1ccccc1)C1(C(=O)NC2CCCCC2)CCCCC1	-3.9%
CN(C)c1ccc(NC(=S)c2ccccn2)cc1	11.2%
Nc1ccccc1O.O.O=C(O)[C@H]1[O][Sb][O][C@H]1C(=O)O	-1.7%[5.75 µM]
O=C(NCCc1ccccc1)C1CCN(S(=O)(=O)c2cccc3nonc23)CC1	15.1%
CCOC(=O)c1c(NC(=O)CN2CCN(c3ccccn3)CC2)sc2c1CCCC2	-12.0%
COc1c2occc2cc2ccc(=O)oc12	19.6%
CCN(CC)S(=O)(=O)c1ccc(-c2nnc(SCc3nnc(-c4ccccc4)o3)o2)cc1	-2.5%
Brc1ccc(-c2nnc3sc(CNCc4ccc5c(c4)OCO5)cn23)cc1	7.7%
CC(C)CC(c1nnnn1Cc1ccccc1)N1CCN(C(=O)c2ccco2)CC1 (configuration not stated)	2.9%
COc1cc2nc(SCC(=O)NC3CC3)n(CCC3=CCCCC3)c(=O)c2cc1OC	-1.9%
Cc1cc(N2C(=O)C3C4C=CC(C4)C3C2=O)no1 (configuration not stated)	-5.1%
CCCc1cc2c(n1CCO)C(C)C1CN(C(=O)c3ccccc3)C(C)(C(=O)OC)C21 (configuration not stated)	0.3%
N#CC(=C1SC=CS1)c1nc(-c2ccccc2)cs1	-2.2%
COc1ccc(C)cc1NC(=O)c1ccc(NC(=O)CC2SC(N3CCCC3)=NC2=O)cc1 (configuration not stated)	-5.2%
Cn1c(=O)c2c(nc(Br)n2Cc2c(F)cccc2Cl)n(C)c1=O	13.6%
NC(=O)C1CCN(Cc2nnnn2Cc2ccco2)CC1	-0.6%
ClCCCl	10.1%
CCOc1ccccc1C1CC(=O)NC(SCC)=C1C#N (configuration not stated)	-4.8%
CC(C)[C@H](NC(=O)NCCc1ccc(F)cc1)C(=O)O	0.0%
CCOc1ccc(NC(=O)C2CC(=O)N(C(C)C)C2)cc1 (configuration not stated)	1.3%
O=C1CC(C(=O)Nc2ccccc2)C2(CCCC2)O1 (configuration not stated)	-3.9%
CC(C)(C)C(=O)OCOC(=O)[C@@H]1N2C(=O)[C@@H](NC(=O)[C@H](N)c3ccccc3)[C@H]2SC1(C)C	?
COc1ccc(S(=O)(=O)N(CCN2CCOCC2)Cc2cc(OC)ccc2OC)cc1	15.2%
COCCn1c(=O)c(-c2ccccc2)nc2cnc(Oc3cccc(Cl)c3)nc21	1.8%
CCOc1ccc(CCNC(=O)C2CCN(c3nn4c(=O)cc(C)nc4s3)CC2)cc1	14.1%
C[C@H]1CC[C@@H]2[C@@H](C)[C@H]3[C@H](C[C@H]4[C@@H]5CC=C6CC(O[C@@H]7O[C@H](CO)[C@H](O)[C@H](O[C@@H]8O[C@H](CO)[C@@H](O)[C@H](O)[C@H]8O)[C@H]7O[C@H]7O[C@@H](C)[C@H](O)[C@@H](O)[C@H]7O)CC[C@]6(C)[C@H]5CC[C@]34C)N2C1 (some centres not stated)	11.9%
CCOC(=O)CSC1=C(C#N)C(c2ccccc2OCC)C(C#N)C(=O)N1 (configuration not stated)	-2.4%
COc1ccc2c(-c3ccccc3)cc3nnnn3c2c1	-3.0%
O=C(C1Cc2ccccc2CN1S(=O)(=O)c1ccc(F)cc1)N1CCCCCC1 (configuration not stated)	2.1%
O=C(N1CCN(CCO)CC1)N1c2ccccc2C=Cc2ccccc21	-6.3%
CC(=O)Nc1ccc(S(=O)(=O)N(C)CC(=O)Nc2ccccc2N2CCOCC2)cc1	12.5%
COc1cc2c(cc1OC)-c1cc(N3CCCc4ccccc43)nc(=O)n1CC2	-1.5%

# Part of the list above, field by field.
CCOC(=O)CSC1=C(C#N)C(c2ccccc2OCC)C(C#N)C(=O)N1 (configuration not stated)
  AmpC inh det = -2.4%
O=C(N1CCN(CCO)CC1)N1c2ccccc2C=Cc2ccccc21
  AmpC inh det = -6.3%
